OX1R antag-1: OX1R (human) antagonism. OX1R-expressing cells, FRET antagonist read-out. inhibition, % at 6.6 µM. 1.8% of 330,000 active. AID 485270. O43613; in the data active means inhibition mostly above about 38%, no sharp cut-off; inactive means mostly below about 40%;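 further: 0% = agonist challenge alone and 100% = reference antagonist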
Target sequence (O43613 whole entry, looked up): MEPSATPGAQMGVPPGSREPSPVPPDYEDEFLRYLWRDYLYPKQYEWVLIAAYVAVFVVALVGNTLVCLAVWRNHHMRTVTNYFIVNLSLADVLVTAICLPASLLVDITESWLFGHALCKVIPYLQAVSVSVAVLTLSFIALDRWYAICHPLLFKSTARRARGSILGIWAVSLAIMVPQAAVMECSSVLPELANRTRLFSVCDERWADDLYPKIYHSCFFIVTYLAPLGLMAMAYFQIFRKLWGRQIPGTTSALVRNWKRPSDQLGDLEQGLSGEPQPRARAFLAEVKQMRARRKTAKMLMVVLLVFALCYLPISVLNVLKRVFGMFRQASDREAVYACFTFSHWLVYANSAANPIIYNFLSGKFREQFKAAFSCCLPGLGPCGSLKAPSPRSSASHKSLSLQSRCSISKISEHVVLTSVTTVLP
OX1R antag-2: antagonists of human orexin 1 receptor; AID 434989; 0.43% of 330,000 active; O43613; CHO/OX1R cells, Fluo-8 calcium fluorescence, orexin A; inhibition, % at 5 µM;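 active means inhibition above its plate's threshold, mean inhibition of all tested compounds on the plate plus 3 SD, cut at about 37% in these data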;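 further: 0% = orexin A challenge wells and 100% = SB-334867-A antagonist wells; not every result past the cut was called active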
Active calls of the source: *.

no. | SMILES | OX1R antag-1 | OX1R antag-2
1 | CCC(c1nnnn1C(C)(C)CC)N1CCN(c2ccccc2F)CC1 (configuration not stated) | 10 | -20
2 | COc1ccc(NC(=O)CN(C2CCCCC2)S(C)(=O)=O)cc1OC | 5 | -19
3 | CC1CCC2(CC1)NC(=O)N(CC(=O)c1ccc(CNC(=O)C(C)(C)C)s1)C2=O (configuration not stated) | 35* | 14
4 | COC(=O)c1c(-c2ccccc2)csc1NC(=O)c1c(-c2ccccc2)noc1C | 24 | -35
5 | CCOC(=S)SCc1cn2ccccc2n1 | 8 | -12
6 | COc1ccc(NC(=O)c2cc(-c3ccccn3)nc3c(C)cc(C)cc23)c(C)c1 | 22 | -37
7 | N#Cc1cn(Cc2cccc(Cl)c2)c2ccccc12 | 21 | -5
8 | CCC(=O)Nc1ccc(NC(=S)NC(=O)/C=C/c2ccccc2)cc1 | 6 | -21

Other entries
no. | SMILES | OX1R antag-1 | OX1R antag-2
9 | Cn1c(SCC(=O)c2ccccc2)nnc1-c1ccc(O)cc1 | 12 | 0
10 | O=C(c1ccccc1)N1CCSC1=S | 13 | -11
11 | CCOC(=O)c1c(NS(=O)(=O)c2cccc(OC)c2)sc2c1CCC2 | 5 | -20
12 | C=CCC1CCCC(=O)N2CC[C@H](O)C12 (some centres not stated) | 10 | -1
13 | O=C(N[C@@H](Cc1ccc(Br)cc1)C(=O)O)OCC1c2ccccc2-c2ccccc21 | 51 | 8
14 | CC(C)CNC(=S)NC(=O)c1ccc([N+](=O)[O-])cc1 | 67 | -7
15 | COc1ccc(N(CC(=O)NCCSCc2ccccc2Cl)S(C)(=O)=O)cc1Cl | 20 | -23
16 | COc1ccc2nc(NC(=O)C(NS(=O)(=O)c3cccs3)C(C)C)sc2c1 (configuration not stated) | 18 | -7

Following part:
no. | SMILES | OX1R antag-1 | OX1R antag-2
17 | COc1ccc(S(=O)(=O)N2CCN(C(=O)c3cc(C)nc4ccccc34)CC2)cc1OC | 6 | -34
18 | CCCCCC1CC(CC(=O)NC(=S)Nc2ccccc2Cl)C(=O)O1 (configuration not stated) | 4 | -46
19 | COc1ccc(S(=O)(=O)N(CC(=O)N2CCN(C)CC2)c2ccccc2)cc1OC | 34 | -31
20 | N#CCCN(C(=O)COC(=O)c1ccc2c(=O)n3c(nc2c1)CCC3)c1ccc(F)cc1 | 4 | -20
21 | O=C(CCl)NN1C(=O)NC(c2ccccc2)(c2ccccc2)C1=O | 36 | -14
22 | C/C(=N\NC(=O)CC#N)c1ccc(Oc2ccccc2)cc1 | 12 | -11
23 | CC(=O)c1cccc(NC(=O)C(=O)c2cn(CC(=O)N3CCCCC3)c3ccccc23)c1 | 32 | -22
24 | Cc1nc(N)ncc1C(=O)Nc1ccccc1 | 23 | 6

The list goes on.
no. | SMILES | OX1R antag-1 | OX1R antag-2
25 | CC(C)(C)c1nn2cnnc2n(/N=C/c2cccc3ccccc23)c1=O | 11 | -14
26 | CCCCCCSc1nnc(-c2cnn(-c3ccccc3)c2-n2cccc2)n1C | 17 | -13
27 | CC1CCN(C(=O)/C=C/c2ccc(C(C)(C)C)cc2)CC1 | 22 | -10
28 | CS(=O)(=O)c1ccc(Cl)c(NC(=O)c2cccc(-n3cnnn3)c2)c1 | 22 | -5
29 | O=S(=O)(c1ccccc1)c1nc(-c2ccccc2)oc1N1CCCCC1 | 1 | 6
30 | Cc1occc1-c1nnc(SCC(=O)Nc2nc(-c3ccccc3)cs2)o1 | 16 | -3
31 | O=C(Nc1nc(-c2cc(F)ccc2F)cs1)c1ccccn1 | 14 | -7
32 | CC12CCC(=O)N1C(C(=O)NNC(=O)c1ccccc1)CS2 (configuration not stated) | 14 | -11

New compounds follow.
no. | SMILES | OX1R antag-1 | OX1R antag-2
33 | O=C(CC(C(=O)O)C1CCCO1)NCCc1ccc2c(c1)OCO2 (configuration not stated) | 11 | -12
34 | c1ccc(CCNc2nc(-c3ccccn3)cs2)cc1 | 19 | -30
35 | Cc1c(NC(=O)CSCc2c(F)cccc2Cl)c(=O)n(-c2ccccc2)n1C | 3 | -21
36 | CCn1cc(C2=NOC(C(=O)O)C2)c(C)n1 (configuration not stated) | 0 | 3
37 | CSCCC1COC(c2cccs2)=N1 (configuration not stated) | 2 | -9
38 | COc1cccc(C2CC(c3cccs3)Nc3ncnn32)c1 (configuration not stated) | 15 | -28
39 | COc1ccc(OC)c2c(C)cc(NCCN3CCOCC3)nc12 | 21 | -4
40 | CCCCOc1ccc(C(=O)NCC(=O)NC2CCCCC2)cc1 | 5 | -24

(next part)
no. | SMILES | OX1R antag-1 | OX1R antag-2
41 | Cc1ccc2[nH]c(=O)c(CN(C)C(=O)c3cccs3)cc2c1 | 3 | -27
42 | OCc1nc2ccccc2n1CC(O)Cn1ccc2ccccc21 (configuration not stated) | 33 | -2
43 | CC(C)N1CN=C(Nc2nc3ccccc3o2)NC1 | 31 | -14
44 | Cc1cc(COc2ccccc2OCc2cc(C)no2)on1 | 7 | -14
45 | O=C(CN1C(=O)NC2(CCCC2)C1=O)OCCOc1ccccc1Cl | 22 | -16
46 | Cc1cc(OC(C)C(=O)NCC(O)c2ccccc2)c2c(C)cc(=O)oc2c1 (configuration not stated) | 11 | -30
47 | CCCSc1nc2cc(C)c(C)cc2n1CC(C)O (configuration not stated) | 7 | -5
48 | CC(C)(C)n1nc2c(c1NC(=O)C1CC(=O)N(c3ccc(Cl)cc3)C1)CS(=O)(=O)C2 (configuration not stated) | 28 | -12

(further entries)
no. | SMILES | OX1R antag-1 | OX1R antag-2
49 | Cc1ccc(S(=O)(=O)N2CCCC(C(=O)NCCc3ccc(S(N)(=O)=O)cc3)C2)cc1 (configuration not stated) | 21 | -19
50 | O=C(Nc1cc(C(F)(F)F)ccc1N1CCOCC1)c1ccccc1 | 5 | -12
51 | COc1ccc(C(=O)N(C)c2c(C)n(C)n(-c3ccccc3)c2=O)cc1OC | 17 | 4
52 | CN(C)/C=C1\N=C(c2ccccc2)OC1=O | 9 | 4
53 | C=CCn1c(SCC(=O)Nc2cc(C)on2)nnc1-c1ccccc1OC | -3 | -28
54 | Cc1ccccc1CN1C(=O)c2ccccc2S(=O)c2ccc(C(=O)NCCCN3CCOCC3)cc21 (configuration not stated) | 16 | -46
55 | CN(C(=O)c1ccccc1OC1CCN(S(C)(=O)=O)CC1)C1CCOC1 (configuration not stated) | 35 | -21
56 | CN(C)S(=O)(=O)N(CC(=O)NCCSCc1ccccc1)c1ccccc1 | 24 | -14

(list continues)
no. | SMILES | OX1R antag-1 | OX1R antag-2
57 | CN(CC(=O)Nc1ccc(F)c(F)c1F)C(=O)/C=C/c1ccc(Cl)cc1 | 3 | 5
58 | C[C@@H](C[C@@H](O)[C@H](O)C(C)(C)O)[C@@H]1CC[C@]2(C)C3=CC[C@H]4C(C)(C)C(=O)CC[C@]4(C)[C@H]3CC[C@@]12C | 13 | -38
59 | CC(OC(=O)CNC(=O)C12CC3CC(CC(C3)C1)C2)C(=O)Nc1ccc(S(N)(=O)=O)cc1 (configuration not stated) | 0 | -14
60 | CCN(C[C@H]1N[C@@](Cc2ccccc2)(C(=O)OC)[C@H]2C(=O)N(Cc3ccccc3)C(=O)[C@@H]12)S(=O)(=O)c1ccc(C(F)(F)F)cc1 | 3 | -23
61 | CN1CCN(C(=O)CCCOc2cc(=O)n(C)c3ccccc23)CC1 | 6 | -3
62 | COc1ccc(CN2C(=O)N(c3ccc(OC)cc3)C(=O)C2CC(=O)Nc2ccccc2)cc1 (configuration not stated) | 22 | -25
63 | O=C1CCCC(=O)N1c1ccc(N2CCN(c3ccc([N+](=O)[O-])cc3)CC2)c([N+](=O)[O-])c1 | 7 | -5
64 | COc1ccccc1Nc1nc(Cl)nc(Nc2ccccc2OC)n1 | 10 | -49

Next part:
no. | SMILES | OX1R antag-1 | OX1R antag-2
65 | COc1cc(C(=O)NCC(=O)NC(C)c2ccc(-n3ccnc3)cc2)cc(OC)c1OC (configuration not stated) | 25 | 4
66 | CC(=O)C1=C(Nc2ccccc2)CC(C)(O)C(C(C)=O)C1c1ccccc1 (configuration not stated) | 7 | -12
67 | COc1cnc(-c2ccccc2)nc1Oc1ccc(Cl)cc1C | 12 | -40
68 | CC(C)(C)C(=O)NC(=S)N1CCCC1 | -4 | 7
69 | CC1=NN(C(=O)c2csc(C)c2)C(O)(C(F)(F)F)C1 (configuration not stated) | 27 | -10
70 | COc1ccc(N=C2SC(C(=O)Nc3ccc(F)cc3)CC(=O)N2C)cc1 (configuration not stated) | 23 | -20
71 | Cc1ccc(OCCCCN2CCCCC2)c(C)c1 | 18 | -15
72 | O=C(NC1CCCCC1)c1cc(S(=O)(=O)N2CCOCC2)ccc1Cl | 21 | -18

(listing goes on)
no. | SMILES | OX1R antag-1 | OX1R antag-2
73 | O=C(CSc1nnc2scc(-c3ccccc3)n12)NCc1ccco1 | 10 | -6
74 | O=C(Nc1cccnc1)c1ccc(Cl)cc1[N+](=O)[O-] | 23 | -6
75 | COC(=O)c1ccccc1NC(=O)/C=C/c1ccco1 | 16 | -18
76 | Cc1ccc(OC(C)C(=O)Nc2ccc3c(c2)n(C)c(=O)n3C)cc1C (configuration not stated) | 21 | -17
77 | COc1ccc(NC(=S)N2CCN(C(c3ccccc3)c3ccccc3)CC2)c(OC)c1 | 28 | -27
78 | N#Cc1ccccc1NC(=O)c1ccc2c(c1)OCCO2 | 14 | -11
79 | Cn1ccnc1SCC(=O)Nc1ccc(SC(F)F)cc1 | 4 | -1
80 | O=C(CSc1ncn[nH]1)c1cccc([N+](=O)[O-])c1 | 38 | -2

(list continues)
no. | SMILES | OX1R antag-1 | OX1R antag-2
81 | Cc1cccc(N2CCN(C(=O)CCCOc3ccccc3)CC2)c1C | 15 | -35
82 | CC(=O)Nc1ccc(N2C(=O)CC(Sc3nc(C)cc(C)n3)C2=O)cc1 (configuration not stated) | -1 | -1
83 | CCNc1nc(N2CCOCC2)nc(N(c2ccccc2)c2ccccc2)n1 | 16 | -51
84 | COc1ccccc1C(=O)C1CCCN(C(=O)CSc2ccccn2)C1 (configuration not stated) | 18 | -21
85 | CCCN1C(=O)COc2ccc(-c3n[nH]c(=O)c4ccccc34)cc21 | 22 | -22
86 | CC(=O)Nc1ccc(NC(=O)CSc2nc3ccccc3c(=O)n2CCCN2CCOCC2)cc1 | 8 | 10
87 | Cc1noc(C)c1S(=O)(=O)Nc1ccc2c(c1)C(=O)N([C@H](C)CO)C[C@H](C)[C@@H](CN(C)C(=O)Nc1ccc(C(F)(F)F)cc1)O2 | -2 | -24
88 | O=C(NC1CCCCC1)c1ccc(S(=O)(=O)N2CCCC2)cc1 | 5 | -15

Further records
no. | SMILES | OX1R antag-1 | OX1R antag-2
89 | Cc1cc(S(=O)(=O)N2CCC3(CC2)OCCO3)c(C)cc1Cl | 3 | -23
90 | COc1cccc(C(=O)Nc2ccc3c(c2)n(C)c(=O)n3C)c1 | 7 | -9
91 | Cc1ccc(/C=N/NC(=O)c2nnn(-c3nonc3N)c2CSc2ccc(Cl)cc2)cc1 | 2 | -4
92 | N/N=C1\CCCc2c1[nH]c1ccc([N+](=O)[O-])cc21 | 11 | 2
93 | Cc1cc(N)c(NC2=CC(=O)CC(C)(C)C2)cc1C | 12 | -34
94 | COC(=O)c1cc(-c2c(C)oc3cc(OC)ccc3c2=O)c(C)o1 | 9 | -16
95 | COc1cccc(OCc2cc(C(=O)N(Cc3ccccc3)CC3CC3)no2)c1 | 24 | -11
96 | O=S(=O)(CS(=O)(=O)c1ccc(Cl)cc1)c1ccc(Cl)cc1 | 6 | -15

(list continues)
no. | SMILES | OX1R antag-1 | OX1R antag-2
97 | Cc1c(=O)n(OCc2ccccn2)c2ccccc2[n+]1[O-] | 68 | -16
98 | CC(=O)Nc1cccc(NC(=O)C2CCCN2C(=O)Nc2ccc(C)cc2)c1 (configuration not stated) | 9 | -17
99 | CCOC(=O)Cn1cc(C(=O)c2ccco2)c2ccccc21 | 17 | -38
100 | COc1ccc(CCNC(=O)c2nn(C)c3c2CS(=O)(=O)c2ccccc2-3)c(OC)c1 | 16 | -9
101 | CC1=C/C(=N\OS(=O)(=O)c2ccccc2)C=CC1=O | 22 | 51*
102 | COc1ccc(S(=O)(=O)Nc2cc(C(=O)NCCCOC(C)C)ccc2N2CCOCC2)cc1 | 18 | -14
103 | O=S1(=O)CCOC[C@H](c2ccccc2)N1Cc1ccccc1F | 11 | -5
104 | COc1cc(Cl)ccc1OCc1cc(C(=O)N2CCCC(OC)C2)no1 (configuration not stated) | 26 | -17

Continuation:
no. | SMILES | OX1R antag-1 | OX1R antag-2
105 | CN1CCN(/C=N/c2c(C#N)cnn2-c2ccccc2)CC1 | -2 | 2
106 | Cc1ccc([N+](=O)[O-])cc1NC(=S)NCCc1ccccc1 | 19 | 1
107 | CCN(CC)CCCNC(=O)c1cc(-c2ccccc2)c(N2CCCCC2)s1 | 6 | -20
108 | CC(NC(=O)c1cccs1)c1nnc(SCc2ccc(Cl)cc2Cl)n1C (configuration not stated) | 5 | -30
109 | O=C(CN1CCC(NC(=O)c2cccc(F)c2)CC1)NCc1cccs1 | 8 | -23
110 | O=C(NC1(Cc2ccccc2)CCN(CCCc2ccccc2)C1=O)c1ccccc1 (configuration not stated) | 8 | -8
111 | O=C(COc1ccc(F)cc1)N1CCC(Cc2ccccc2)CC1 | 14 | -9
112 | COc1ccc(S(=O)(=O)N(C)CC(=O)O)c2ccccc12 | 31 | -8
113 | Cc1ccc(/C=N/NC(=O)c2ccccc2OCc2ccc(F)cc2)o1 | 17 | -33
114 | CCOC(=O)C(C)Sc1nnc(Cc2cc(=O)[nH]c(=O)[nH]2)n1-c1ccc(OCC)cc1 (configuration not stated) | 8 | -8
115 | COc1ccccc1NC(=O)c1nc(S(=O)(=O)Cc2ccccc2)ncc1Cl | 9 | 27

Screening data: PubChem BioAssay, The Scripps Research Institute Molecular Screening Center
